# Compound activity: PubChem BioAssay, National Center for Advancing Translational Sciences (NCATS)
# TDP1 cell CPT: DT40-hTDP1 cell growth loss with CPT; chicken DT40 Tdp1-/-;hTDP1 cells + 20 nM CPT, ATP luminescence, 48 h; Potency, µM (series often up to 46.2 µM), without a hit: top-dose activity change, negative = growth inhibition, actives largely listed as inhibitors; 420,000 compounds, 12% hits; further: nearly all actives have a fitted effect of over 55% in size
#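 Cell growth measured by CellTiter-Glo luminescence after a minimum 48 h, 37 C compound exposure with 20 nM CPT in Tdp1-knockout DT40 cells stably expressing hTDP1, seeded 400/well; qHTS titration format.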
# TDP1 cell noCPT: qHTS for Inhibitors of human tyrosyl-DNA phosphodiesterase 1 (TDP1): qHTS in cells in absence of CPT; DT40 Tdp1-/- hTDP1 cells, no CPT, ATP luminescence, 48 h; Potency, µM (series often up to 46.2 µM), for the others: at the highest dose activity change, negative = growth inhibition, most hits filed as inhibitors; 420,000 compounds, 15% hits; AID 686978, 2013; further: nearly all actives have a fitted effect of over 55% in size
#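 Seeded 400 DT40-hTDP1 cells/well (vehicle DMSO, no 20 nM CPT); pinned compounds; ≥48 hr at 37 °C; CellTiter-Glo luminescence as viability measure.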
# KAT2A inh: blocks human GCN5L2 histone acetyltransferase; Potency, µM (titrated, usually from 58.9 µM), for the others: top-dose activity change, negative = inhibition, most hits filed as inhibitors; Q92830; 390,000 compounds, 0.21% hits; GCN5L2 HAT assay, ThioGlo1 CoA-SH fluorescence
# Target sequence (Q92830 whole entry, looked up): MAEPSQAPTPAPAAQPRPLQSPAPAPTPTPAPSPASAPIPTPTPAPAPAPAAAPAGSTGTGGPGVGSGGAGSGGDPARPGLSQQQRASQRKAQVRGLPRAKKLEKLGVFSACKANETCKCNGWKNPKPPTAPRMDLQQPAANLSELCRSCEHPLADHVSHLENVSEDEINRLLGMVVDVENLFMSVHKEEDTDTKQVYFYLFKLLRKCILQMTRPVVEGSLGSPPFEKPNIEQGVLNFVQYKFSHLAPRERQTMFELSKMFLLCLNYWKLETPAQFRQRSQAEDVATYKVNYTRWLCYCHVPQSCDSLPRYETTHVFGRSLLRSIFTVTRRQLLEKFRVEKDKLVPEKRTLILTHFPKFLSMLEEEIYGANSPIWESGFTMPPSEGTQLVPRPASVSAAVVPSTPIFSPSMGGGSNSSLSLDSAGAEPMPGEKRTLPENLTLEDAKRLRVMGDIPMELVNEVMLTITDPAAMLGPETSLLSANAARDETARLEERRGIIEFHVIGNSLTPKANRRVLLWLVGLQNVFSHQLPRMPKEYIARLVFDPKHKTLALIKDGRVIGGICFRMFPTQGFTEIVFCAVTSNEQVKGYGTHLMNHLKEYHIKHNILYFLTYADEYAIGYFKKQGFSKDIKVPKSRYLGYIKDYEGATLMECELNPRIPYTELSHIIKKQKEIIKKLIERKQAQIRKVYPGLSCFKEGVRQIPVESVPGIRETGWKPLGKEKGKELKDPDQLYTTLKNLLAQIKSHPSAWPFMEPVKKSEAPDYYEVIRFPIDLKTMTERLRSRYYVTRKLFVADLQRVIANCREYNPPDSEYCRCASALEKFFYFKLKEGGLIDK
#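 GCN5L2 (20nM final) in 50mM HEPES, 0.1mM EDTA pH 7.5, 0.01% Tween-20 was preincubated 15 min at room temperature with compound, then given ThioGlo1 (50uM), H3(1-25) peptide (75uM) and acetyl-CoA (70uM); CoA-thiol fluorescence (Ex340/Em540) was read at 0 and 20 min.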
# Starred values were filed as active, the others as inactive; ? = inconclusive; . = not tested or not shown; [ ] = dose if it differs, or a comment. The call rests on the fitted dose curve; in most records, active means well fitted curve in the direction sought with a large enough effect; inconclusive means small, poorly fitted or top-dose-only effect, or another doubt; inactive means no such curve, though single readings can be large; an effect the other way counts as inactive or inconclusive. On the % scale 0 is the no-effect control and ±100 the full control effect; potency means the concentration at half of the fitted maximal effect. The list is partial (hit frequency here may not be typical).
# Each structure is followed by: TDP1 cell CPT	TDP1 cell noCPT	KAT2A inh
O=C(Cn1ncc2ccccc21)N1CCN(c2cccc(C(F)(F)F)c2)CC1
  ?	?	-1%
O=S(=O)(/N=S1\CC=CCN1S(=O)(=O)c1ccccc1)c1ccccc1 (centres undefined)
  ?	21µM*	.
CCc1nc2nc(C)c(NS(=O)(=O)c3cccs3)c(=O)n2[nH]1
  -5%	-13%	-16%
Cc1ccc(N(C)C(=O)C2CCN(S(=O)(=O)c3ccc4c(c3)CCCN4C(=O)C3CCC3)CC2)cc1
  23µM*	16µM*	-1%
Cc1ccc(N2C(=O)c3n[nH]c(C)c3C2c2ccc(Cl)cc2)cc1 (centres undefined)
  ?	?	-6%
CC(C)NC(=O)CSc1nnc(COc2ccccc2Cl)o1
  -5%	0%	0%
CC(Oc1cccc(Cl)c1)C(=O)N1CCCN(C)CC1 (centres undefined)
  0%	1%	-15%
COCCN(C(=O)COC(=O)c1cc(C)oc1C)c1c(N)n(Cc2ccccc2)c(=O)[nH]c1=O
  -5%	1%	-2%
COc1ccccc1/C=C(/C#N)C(=O)O
  4%	-21%	-3%
Cc1c(C(=O)N(C)c2ccc(Cl)cc2)cnn1-c1ccccc1
  ?	4.6µM*	-2%
O=C(CSc1nnc(-c2ccc(F)cc2)c2ccccc12)Nc1ccccc1Cl
  10%	3%	-2%
O=C(Cc1ccc([N+](=O)[O-])cc1)NNC(=O)c1cccs1
  13%	10%	-4%
O=C(Cn1nc(Cc2ccncc2)c2ccccc2c1=O)N1CCc2ccccc2C1
  ?	-18%	-7%
CC(=NCC1CCNCC1)C1=C(O)CC(C)(C)CC1=O
  13%	6%	0%
CCOc1ccccc1CNC(=O)c1ccc2c(c1)sc1nc(-c3cccc(OC)c3)cn12
  8.2µM*	8.2µM*	-4%

# The list continues.
# Each structure is followed by: TDP1 cell CPT	TDP1 cell noCPT	KAT2A inh
COc1ccc(NC(=O)Nc2ccccc2OCc2cc(=O)n3ccccc3n2)c(OC)c1
  ?	?	-12%
NS(=O)(=O)c1ccc(Nc2ccc([N+](=O)[O-])c3nonc23)cc1
  -24%	-17%	-21%
CC(NC(=O)CSc1ccccc1C(=O)O)C1CC2CCC1C2 (centres undefined)
  4%	4%	-5%
COc1cccc(/C=C2\SC(=S)N(CCC(=O)NCCc3ccc(O)cc3)C2=O)c1
  18µM*	?	-11%
Cc1ccc(-n2ncc3c(NC4CCCCC4)ncnc32)cc1
  ?	21µM*	2%
COc1ccc(NC(=O)c2[nH]c(C)c(C(C)=O)c2C)cc1S(=O)(=O)N1CCOCC1
  6%	-13%	-8%
CCOC(=O)C1=C(COC(=O)COc2ccccc2C=O)NC(=O)NC1C (centres undefined)
  16%	5%	-10%
Cc1nc2ccccc2cc1C(=O)N/N=C/c1cccs1
  -1%	-20%	-7%
CCN(CC)C(=O)COc1ccc2c3c(c(=O)oc2c1C)CCCC3
  ?	?	-7%
O=C(O)c1ccc(-n2c(O)c(C=C3N=c4ccccc4=N3)sc2=S)cc1
  -20%	-3%	-8%
COc1ccccc1N(C)S(=O)(=O)c1ccc(Cl)c(C(=O)NC2=NCCS2)c1
  3%	-28%	-10%
O=C(Cc1ccc(Cl)cc1)c1ccc(O)cc1
  4%	-25%	-5%
O=C(c1ccc(Cl)c(S(=O)(=O)N2CCOCC2)c1)N1CCN(Cc2ccccc2)CC1
  -28%	?	-5%
COc1cc(CCC(=O)Nc2nnc(-c3cccnc3)s2)cc(OC)c1OC
  8%	-4%	-3%
O=C(CN1Cc2ccccc2OC(c2ccccc2F)C1)NC(c1ccccn1)C(F)(F)F (centres undefined)
  -5%[9.04 µM]	?	.

# (continued)
# Each structure is followed by: TDP1 cell CPT	TDP1 cell noCPT	KAT2A inh
CCC(C)(C)NC(=O)C1CCN(c2nc(OC)nc(OC)n2)CC1
  -4%	-4%	-3%
CC1(C)CC(=O)C2=C(C1)c1c(ccc3ncccc13)NC2c1cccs1 (centres undefined)
  5.2µM*	3.7µM*	2%
CC(=O)c1ccc(NC(=O)CSc2c(C(C)C)cnc3c2c(=O)n(C)c(=O)n3C)cc1
  ?	15µM*	0%
O=C(NC1CCCCC1)C(c1ccccc1)n1c(=O)c(-c2ccco2)nc2ccccc21 (centres undefined)
  18µM*	21µM*	.
CC(C)Oc1cccc(C(=O)Nc2ncn[nH]2)c1
  -6%	2%	-10%
CSc1nc(SCC(=O)O)c2c3c(sc2n1)COC(C)(C)C3
  -22%	-27%	-12%
O=C(O)CC/C(=C\c1ccc(N2CCOCC2)c([N+](=O)[O-])c1)c1nc2ccccc2s1
  1%	?	-16%
Fc1cccc2sc(Nc3nc4cc5c(cc4s3)OCO5)nc12
  21µM*	?	-7%
CCOC(=O)c1sc(=S)sc1SCc1cccc(C(F)(F)F)c1
  7%	-20%	-3%
CCOc1ccc(S(=O)(=O)NC2CCCC2)cc1C
  -24%	-2%	-2%
COc1ccc(NC(=O)CCCC(=O)OCC(=O)c2cccc(OC)c2)cc1
  4%	-9%	-6%
CC(C(=O)NC(C)(C)C)N(C(=O)CS(=O)CC(=O)Nc1ccc(F)cc1)C1CCCC1 (centres undefined)
  12%	-4%	0%
Cc1cc(NS(=O)(=O)c2ccc(NC(=O)CCCOc3ccc(Cl)cc3)cc2)no1
  -8%	-1%	-4%
Cc1ccc2c(=O)cc(C(=O)Nc3sc4c(c3C(=O)NCC3CCCO3)CCCC4)oc2c1 (centres undefined)
  -12%	0%	-10%
COc1ccc(/C=C(\NC(=O)c2cccs2)C(=O)Nc2cccc3ccccc23)cc1OC
  ?	18µM*	-5%

# (listing goes on)
# Each structure is followed by: TDP1 cell CPT	TDP1 cell noCPT	KAT2A inh
CC(CCc1ccccc1)NC(=O)CN1CCc2ccccc2C1 (centres undefined)
  ?	?	-2%
O=c1[nH]c(SCc2c(F)cccc2Cl)nc2c1CCC2
  ?	?	0%
COc1ccc(C2C(C(C)=O)=C(O)C(=O)N2CCc2ccccc2)c(OC)c1 (centres undefined)
  -15%	-3%	-6%
CCS(=O)(=O)N1CC(=O)N(c2cc(C)ccc2C)C(C)(C(=O)NC2CCCCC2)C1 (centres undefined)
  -19%	-2%	-3%
O=C1C2C(C(=O)N1c1ccccc1)N1CCCN1C2c1ccccc1 (centres undefined)
  3%	0%	-13%
O=C1CC(N2CCN(c3ccc(Cl)cc3)CC2)C(=O)N1c1ccc(F)cc1 (centres undefined)
  -20%	5%	-7%
COCCn1c(=O)c(C)nc2cnc(Nc3ccccc3)nc21
  6%	0%	-13%
COc1cccc(CNC(=O)C2CCN(S(=O)(=O)c3ccc(Br)s3)CC2)c1
  9%	-22%	-11%
CC(C)CCNC(=O)NC(=O)COc1c(F)c(F)cc(F)c1F
  -17%	-16%	-6%
O=C(NCc1ccc2c(c1)OCO2)c1ccccc1Cl
  -3%	3%	.
O=C(Nc1cccnc1Cl)c1cc(-c2ccccc2O)on1
  ?	-23%	-3%
CCCCn1c(N)c(N(CC)C(=O)c2cc(S(=O)(=O)N3CCN(CC)CC3)ccc2Cl)c(=O)[nH]c1=O
  3%	-9%	-5%
CC1(c2nnc(-c3cccc(Cl)c3)o2)CC(c2ccc(Br)cc2)=NO1 (centres undefined)
  -15%	-23%	.
O=C(CCS(=O)(=O)c1nc(-c2cccs2)cc(C(F)(F)F)n1)Nc1cc(Br)ccc1O
  0.65µM*	1.2µM*	-5%
CCOCCCNC(=S)N1CCCN(c2nc3cc(C)cc(C)c3cc2C#N)CC1
  18µM*	21µM*	-9%

# Next section.
# Each structure is followed by: TDP1 cell CPT	TDP1 cell noCPT	KAT2A inh
Brc1ccc(-c2csc(/N=C/N3CCOCC3)n2)cc1
  ?	-8%	-19%
O=C(N[C@@H](Cc1ccccc1)C(=O)OCc1ccccc1)c1nc[nH]c1C(=O)NC1CCNCC1
  10%	0%	-11%
C=CCNC(=S)NNC(=O)C(CCC(C)C)CC(C)(C)O (centres undefined)
  ?	?	0%
Cc1cc(-n2c(C)cc(C(=O)CN3C(=O)NC4(CCCCC4)C3=O)c2C)no1
  -28%	?	-8%
CCCCc1ccc(NC(=O)CN2C(=O)C3CCCCC3C2=O)cc1 (centres undefined)
  ?	?	-8%
Cc1c(CCNC(=O)c2ccc(Br)o2)sc2nc(-c3ccc(F)cc3)nn12
  12µM*	4.6µM*	-6%
CC(C)CC1(C(=O)NCc2cc(F)cc(C(F)(F)F)c2)C=CCN1C(=O)c1ccccc1 (centres undefined)
  ?	29µM*	-2%
CCOC(=O)c1cccc(NC(=O)NC(C)c2c(-n3cccc3)sc3c2CCN(C)C3)c1 (centres undefined)
  15µM*	16µM*	0%
Cc1ccc(CNc2oc(C)nc2C#N)cc1
  -8%	-4%	-3%
CCc1nc2ccccc2c(=O)n1NCCc1ccccc1
  22%	?	3%
COc1ccc2oc(C(=O)NCCC(C)C)c(C)c2c1
  -17%	-15%	-8%
CCOC(=O)CSc1nnc(CNC(=O)c2ccc([N+](=O)[O-])cc2)n1C
  8%	5%	0%
COC(=O)[C@@H](NC(=O)Nc1ccc(S(N)(=O)=O)cc1)C(C)C
  -8%	-29%	-2%
CC(C)Cc1nnc(NC(=O)C2CSC3(C)CCC(=O)N23)s1 (centres undefined)
  13%	10%	-20%
CC1CCc2c(C(=O)NCc3cccnc3)csc2C1 (centres undefined)
  -20%	?	-1%

# New compounds follow.
# Each structure is followed by: TDP1 cell CPT	TDP1 cell noCPT	KAT2A inh
CCOC(=O)c1c(-c2ccc(C)cc2)csc1/N=C/N(C)C
  ?	?	1%
Cc1ccccc1-c1nc(CN2CCC(C(=O)NCc3ccccc3Cl)CC2)c(C)o1
  ?	?	-5%
OC[C@@H]1O[C@@H](n2cnc3c(N[C@H]4CCC[C@@H]4O)ncnc32)[C@H](O)[C@H]1O
  6%	-3%	-7%[0.501 µM]
CC(C)c1cc(C(=O)NCCc2ccccc2)no1
  -6%	-12%	-9%
Cc1ccc([N+](=O)[O-])c(C(=O)N/N=C/c2cccnc2)c1
  3%	-11%	2%
O=C(O)Cc1ccc(Nc2cnn(C34CC5CC(CC(CC(=O)O)(C5)C3)C4)c(=O)c2Cl)cc1
  1%	7%	-10%
CN(C)C(=O)c1cc(F)ccc1Sc1cc(Cl)ccc1Cl
  ?	?	-9%
COc1cc2c(cc1OC)CN(C(=O)c1ccc(-c3ccccc3)cc1)CC2
  ?	?	-29%
COC(=O)[C@H]1C2CCC(C(=O)OC)(CC2)[C@H]1C(=O)OC
  -20%	0%	-1%
CCN(CC(=O)NC1CC1)S(=O)(=O)c1ccccc1
  10%	17%	2%
COc1cc2ccccc2cc1C(=O)N/N=C/c1cccs1
  2.3µM*	1.8µM*	.
Cc1ccc(C(=O)NNC(=O)Cc2nc3nc(C)cc(C)n3n2)cc1
  3%	4%	-2%
O=C1CC(N2CCN(S(=O)(=O)c3ccccc3)CC2)C(=O)N1c1ccccc1 (centres undefined)
  8%	-5%	-10%
CC1c2cccn2CCN1S(=O)(=O)c1ccccc1 (centres undefined)
  17%	-4%	1%
Cc1oc(-c2cc(F)ccc2F)nc1CN1CCC(C(=O)N2CCOCC2)CC1
  13%	16%	-2%

# A different layout for two compounds above:
O=C(O)Cc1ccc(Nc2cnn(C34CC5CC(CC(CC(=O)O)(C5)C3)C4)c(=O)c2Cl)cc1
  TDP1 cell CPT = 1%	TDP1 cell noCPT = 7%	KAT2A inh = -10%

CN(C)C(=O)c1cc(F)ccc1Sc1cc(Cl)ccc1Cl
  TDP1 cell CPT = ?	TDP1 cell noCPT = ?	KAT2A inh = -9%

# (listing goes on)
# Each structure is followed by: TDP1 cell CPT	TDP1 cell noCPT	KAT2A inh
O=[N+]([O-])c1ccccc1S(=O)(=O)Nc1cccc2cccnc12
  3.3µM*	2.6µM*	-8%
COc1ccc(/C=C2\C(=O)NC(=O)c3ccccc32)cc1OC
  1.6µM*	1.5µM*	.
O=C(Nc1ccccc1)NC1CS(=O)(=O)CC1O (centres undefined)
  -6%	8%	-3%
O=C(NCc1cccc(F)c1)c1ccc2nc(N3CCOCC3)sc2c1
  -2%	-26%	-6%
CCOC(=O)C1(Cc2ccccc2C)CCCN(Cc2cn(C)nc2C)C1 (centres undefined)
  -27%	?	-16%

# Sorted by formula weight (rising): three of the compounds above.
# Each structure is followed by: TDP1 cell CPT	TDP1 cell noCPT	KAT2A inh
CC(C)NC(=O)CSc1nnc(COc2ccccc2Cl)o1
  -5%	0%	0%
OC[C@@H]1O[C@@H](n2cnc3c(N[C@H]4CCC[C@@H]4O)ncnc32)[C@H](O)[C@H]1O
  6%	-3%	-7%[0.501 µM]
O=C1CC(N2CCN(S(=O)(=O)c3ccccc3)CC2)C(=O)N1c1ccccc1 (centres undefined)
  8%	-5%	-10%
